Tau FP inhib: tau fibrillization inhibition (FP). Potency, µM (series often up to 57.7 µM), inactives show at the highest dose activity, negative = inhibition, actives largely listed as inhibitors. P10636. K18 P301L tau heparin fibrillization, Alexa594 FP, 6 h. AID 1468. 280,000 tested, 0.39% active; note: nearly all actives have a fitted effect of over 55% in size
Target sequence (P10636 561-689 P618L limits assumed): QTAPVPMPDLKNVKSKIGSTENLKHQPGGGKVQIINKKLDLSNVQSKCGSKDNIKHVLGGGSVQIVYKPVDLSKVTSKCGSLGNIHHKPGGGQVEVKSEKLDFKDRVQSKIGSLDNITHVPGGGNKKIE
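Read-out: fluorescence polarization of Alexa 594-labeled tau (0.24 uM), 555 nm excitation, 632 nm emission. Mixtures held 15 uM unlabeled K18 P301L, compound and 20 uM heparin, pH 7 acetate buffer, incubated 6 hr at 37 C.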
Tau ThT inhib: blocks human tau fibril formation measured by thioflavin T; Potency, µM (top dose mostly 57.4 µM), for the others: at the highest dose activity, negative = inhibition, most hits filed as inhibitors; P10636; 270,000 tested, 2.1% active; recombinant tau K18 P301L, heparin-induced fibrillization, ThT fluorescence; note: nearly all actives have a fitted effect of over 55% in size
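Using a mix of unlabeled (15 uM) and Alexa 594-labeled (0.24 uM) tau K18 P301L, heparin-triggered fibrillization over 6 hr at 37 C was scored by ThT fluorescence.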
TR SRC2 fluor cs: counter-screen for TRb-SRC2 inhibitors: fluorescence interference. 280,000 tested, 0.29% active. TRb/SRC2 Texas Red total fluorescence interference. AID 1479. Potency, µM (top dose mostly 106 µM), without a hit: top-dose fluorescence change, negative = quenching; active = well fitted curve in either direction with a large enough effect; inconclusive = small, poorly fitted or top-dose-only effect
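Flags fluorescent or light-absorbing compounds by total fluorescence, S + 2P, at 555 nm excitation and 632 nm emission. Mixture: 20 nM Texas Red SRC2 peptide, 0.6 uM human TRb LBD, 1 uM T3, 5% DMSO; compound exposure 5 h at ambient temperature.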
ALDH1A1 inh: inhibitors of human aldehyde dehydrogenase 1A1. P00352. Potency, µM (doses to about 75.3 µM), for the others: at the highest dose activity, negative = inhibition, most hits filed as inhibitors. 220,000 tested, 7.3% active. Purified ALDH1A1, NADH fluorescence, propionaldehyde substrate; active = well fitted inhibition curve with a large enough effect, not every such curve was filed as active; inconclusive = small, poorly fitted or top-dose-only effect, or another doubt; inactive = no such curve, though single readings can be large or run the other way;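 note: plate controls were no enzyme wells and a reference inhibitor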
Tau fluor cs: counter-screen for tau fibril formation inhibitors. 280,000 tested, 0.93% active. Potency, µM (top dose mostly 57.7 µM), without a hit: at the highest dose activity change, negative = decrease. tau K18 P301L (four-repeat tau fragment) Alexa594 fluorescence, heparin fibrillization; note: nearly all actives have a fitted effect of over 55% in size
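Human K18 P301L tau (15 uM unlabeled plus 0.24 uM Alexa 594-labeled, final) in 100 mM sodium acetate pH 7 was mixed with compound and 20 uM heparin and incubated 6 hr at 37 C.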
TRb-SRC2 inh: disrupts binding of human TR beta to SRC2. TRbeta-SRC2 peptide binding, fluorescence polarization; receptor liganded with 1 µM T3. Potency, µM (titrated, usually from 106 µM), for inactives: at the top dose activity change, negative = inhibition, most hits filed as inhibitors. 280,000 tested, 0.065% active. AID 1469;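 note: plate controls were bound peptide for no effect and peptide without receptor for full effect; nearly all actives have a fitted effect of over 50% in size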
Target sequence (P10828 whole entry, looked up): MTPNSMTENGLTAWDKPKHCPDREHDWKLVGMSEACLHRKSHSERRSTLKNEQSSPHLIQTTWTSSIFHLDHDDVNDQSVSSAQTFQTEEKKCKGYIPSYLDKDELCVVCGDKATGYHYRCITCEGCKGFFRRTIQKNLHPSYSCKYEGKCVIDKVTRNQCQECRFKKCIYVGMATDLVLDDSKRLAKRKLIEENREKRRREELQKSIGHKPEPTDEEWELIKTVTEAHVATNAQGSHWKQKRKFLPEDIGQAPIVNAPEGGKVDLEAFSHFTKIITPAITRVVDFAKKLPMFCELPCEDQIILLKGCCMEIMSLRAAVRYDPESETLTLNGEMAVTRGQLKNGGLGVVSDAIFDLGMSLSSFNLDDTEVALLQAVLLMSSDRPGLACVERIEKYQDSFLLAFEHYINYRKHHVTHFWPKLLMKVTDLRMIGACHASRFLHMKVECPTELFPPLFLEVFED
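Quantitative HTS by FP: 0.6 uM TRb LBD, 20 nM labeled SRC2 20-mer, 1 uM T3, 5% DMSO; 5 hr ambient incubation; % activity per concentration and potencies from concentration series.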
GLA spleen mod: alpha-galactosidase A (human) modulation. P06280. Potency, µM (series often up to 80 µM), inactives show at the top dose activity change, negative = inhibition, hits mostly inhibitors. 240,000 tested, 0.008% active. human spleen homogenate, 4MU-alpha-Gal fluorescence, 40 min;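 note: 0% = enzyme with vehicle and -100% = no enzyme basal signal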
Target sequence (P06280 32-429 limits assumed): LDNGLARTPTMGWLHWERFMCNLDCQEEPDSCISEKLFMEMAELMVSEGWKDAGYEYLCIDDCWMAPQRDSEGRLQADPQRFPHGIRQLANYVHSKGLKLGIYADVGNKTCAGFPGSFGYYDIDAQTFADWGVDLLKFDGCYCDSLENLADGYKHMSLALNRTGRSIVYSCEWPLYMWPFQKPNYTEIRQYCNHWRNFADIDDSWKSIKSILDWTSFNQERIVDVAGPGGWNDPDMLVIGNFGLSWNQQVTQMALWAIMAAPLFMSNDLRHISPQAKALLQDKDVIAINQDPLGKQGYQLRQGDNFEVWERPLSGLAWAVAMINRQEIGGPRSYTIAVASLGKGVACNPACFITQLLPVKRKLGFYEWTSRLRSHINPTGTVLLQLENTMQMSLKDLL
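Human spleen homogenate (1 ug) was the enzyme source, with 4-methylumbelliferyl-alpha-D-galactopyranoside (1 mM final) in pH 5.0 citrate buffer with 0.01% Tween-20. Compounds were titrated; after 40 min at 37C, NaOH/glycine stop, 4-MU fluorescence read; AC50 from Hill fits.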
L3MBTL1 block: blocks human L3MBTL1; Q9Y468; Potency, µM (top dose mostly 57.1 µM), for inactives: at the highest dose activity, negative = inhibition, most hits filed as inhibitors; AlphaScreen L3MBTL1–H3K9me1 peptide binding; 230,000 tested, 0.66% active; note: nearly all actives have a fitted effect of over 60% in size
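L3MBTL1 (50 nM) pre-complexed 30 min with biotinylated H3(1-15)K9me1 peptide (75 nM), then compounds added for 30 min at room temperature; AlphaScreen streptavidin donor/nickel chelate acceptor beads (10 ug/mL final) read after 30 min dark incubation.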
Numbers without * were called inactive; ? = inconclusive; . = not tested or not shown; & = joins results of further samples; [ ] = remark or other dose. Unless noted, calls come from the whole dose curve; as a rule, active = well fitted curve in the direction sought with a large enough effect; inconclusive = small, poorly fitted or top-dose-only effect, or another doubt; inactive = no such curve, though single readings can be large; an effect the other way counts as inactive or inconclusive. Unless noted, % is set by controls: 0 for no effect and ±100 for the full control effect; potency is the fitted concentration of half-maximal effect.

SMILES	Tau FP inhib	Tau ThT inhib	TR SRC2 fluor cs	ALDH1A1 inh	Tau fluor cs	TRb-SRC2 inh	GLA spleen mod	L3MBTL1 block
Cc1cccc(C)c1NC(=O)N1C2CCC1CC(O)(c1cccnc1)C2 (stereo unspecified)	-5%	-2%	-4%	3%	-4%	1%	-22%	.
CCOc1ccccc1C(=O)N(C)Cc1cc2ccccc2[nH]c1=O	2%	-6%	-2%	-9%	0%	-14%	5%	-2%
COc1ccc(CNC(=O)C(OC(=O)c2nsc(Cl)c2Cl)C(C)C)cc1 (stereo unspecified)	8%	-4%	-5%	?	-4%	-5%	-4%	-1%
CCC1(C)Cc2ccccc2-c2nc3n(c(=O)c21)CCS3 (stereo unspecified)	-6%	6%	-1%[53 µM]	-12%	-2%	7%[53 µM]	2%	-4%
CCOc1cccc2cc(-c3nnc(NCc4ccc5c(c4)OCO5)s3)c(=O)oc12	-6%	-10%	-1%	-6%	-8%	-6%	-7%	4%
CSc1ncccc1C(=O)Nc1ccc(OC(F)(F)F)cc1	-9%	-10%	0%	7%	-13%	-4%	4%	9%
CCOC(=O)C1CCCN(CC(=O)Nc2c(C(=O)OC)[nH]c3ccccc23)C1 (stereo unspecified)	5%	1%	-1%	-13%	-18%	-1%	-4%	-1%
O=C(c1ccc2c(c1)OCO2)N1CCN(C(=O)c2ccco2)CC1	2%	-3%	-2%	?	-2%	-3%	1%	.
O=C(O)CC1S/C(=N/N=C/c2ccc(Br)cc2)N(c2ccccc2)C1=O (stereo unspecified)	-1%	?	0%	14µM*	-17%	2%	-6%	.
CC(=O)Nc1cccc(NS(=O)(=O)Cc2ccc(Cl)cc2)c1	-4%	-3%	-1%	28µM*	-1%	2%	12%	4%
CCOC(=O)c1scc(-c2ccccc2)c1S(=O)(=O)Nc1ccccc1F	-15%	?	?	.	?	-14%	.	.
Cn1c(N)c(C(=O)COC(=O)C2CCN(S(=O)(=O)c3cccs3)CC2)c(=O)n(C)c1=O	-3%	1%	-1%	.	10%	5%	5%	.
CC(C)(C)C(=O)Cn1c(=O)n(CCCCCC(=O)NCc2ccccc2Cl)c(=O)c2sccc21	1%	-3%	4%	.	-21%	-6%	.	.
Cc1c(NC(=S)NC(=O)COc2ccccc2)c(=O)n(-c2ccccc2)n1C	1%	-3%	1%	5%	-3%	4%	-2%	11%
CCC(Sc1nc(N)cc(N)n1)C(=O)O (stereo unspecified)	1%	-5%	-2%	7%	0%	-6%	-10%	.
CCCCNC(=O)Cn1c(=O)oc2cc(S(=O)(=O)N3CC(C)CC(C)C3)ccc21 (stereo unspecified)	-6%	-6%	0%	20%	-10%	-3%	-5%	.
O=C(NCc1ccccn1)C(=O)N/N=C/c1ccccc1O	?	-7%	0%	.	-6%	-2%	-5%	.
CCOC(=O)CN(Cc1sccc1C)C(=O)Nc1ccc(OCC)cc1	-3%	-9%	0%	-3%	-8%	-3%	5%	0%
CCN(CC)S(=O)(=O)c1cccc(C(=O)Oc2cccnc2)c1	4%	?	-5%	1%	-9%	-5%	2%	2%
Cc1ccc(C(=O)N/N=C\c2c(C)nn(-c3ccccc3)c2Cl)cn1	7%	?	-1%	-3%	-4%	3%	3%	9%

Structures listed so far that contain two or more sulfur atoms (2):
SMILES	Tau FP inhib	Tau ThT inhib	TR SRC2 fluor cs	ALDH1A1 inh	Tau fluor cs	TRb-SRC2 inh	GLA spleen mod	L3MBTL1 block
CCOC(=O)c1scc(-c2ccccc2)c1S(=O)(=O)Nc1ccccc1F	-15%	?	?	.	?	-14%	.	.
Cn1c(N)c(C(=O)COC(=O)C2CCN(S(=O)(=O)c3cccs3)CC2)c(=O)n(C)c1=O	-3%	1%	-1%	.	10%	5%	5%	.

Other structures
SMILES	Tau FP inhib	Tau ThT inhib	TR SRC2 fluor cs	ALDH1A1 inh	Tau fluor cs	TRb-SRC2 inh	GLA spleen mod	L3MBTL1 block
CC(C)C1(C)C(=O)N=C2c3ccccc3C(=O)N21 (stereo unspecified)	7%	2%	0%	7%	-2%	6%	0%	.
CC(=O)CCc1oc2c([N+](=O)[O-])cccc2c1-c1ccc(C)o1	16%	?	-1%	?	-29%	9%	-3%	?
O=C(Cn1nc(C(F)(F)F)c2c1CCCC2)NCCN1CCOCC1	5%	-5%	-5%	4%	4%	-2%	-5%	7%
Cc1c(NC(=O)C2CC=CCC2C(=O)O)c(=O)n(-c2ccccc2)n1C (stereo unspecified)	5%	3%	-1%	8%	3%	4%	-5%	.
CCC(Sc1nc2c(cnn2-c2ccccc2)c(=O)[nH]1)C(=O)OC (stereo unspecified)	3%	-3%	-4%	?	0%	-6%	1%	.
CC1=CC(c2ccccc2)n2nc(N3C(=O)CCC3=O)nc2N1 (stereo unspecified)	-1%	-6%	1%	?	-2%	-6%	?	-5%
Cc1c(Cl)cccc1NC(=O)Nc1nnc(N(C)C2CCCCC2)s1	6%	-18%	-3%	.	0%	0%	.	.
COc1cc(OC)cc(C(=O)N[C@H](C(=O)OCC(=O)Nc2ccc(C(C)C)cc2)C(C)C)c1	0%	-13%	2%	?	-26%	3%	2%	0%
COC(=O)C1=C(C(=O)OC)[C@@H]2Nc3ccccc3[C@@]23C[C@@H](C(=O)OC)N(S(=O)(=O)c2cccs2)C3=N1	0%[11.6 µM]	2%[11.5 µM]	-3%[11.2 µM]	17%[13.5 µM]	-7%[11.6 µM]	4%[11.2 µM]	-1%[17.5 µM]	.
COc1ccccc1NC(=S)N1CCC(NC(=O)c2ccco2)CC1	2%	8%	-1%	?	15%	7%	-3%	-5%
COc1ccccc1/C=C/C(=O)NCC(=O)n1nc(C)cc1C	-14%	0%	-4%	?	1%	2%	-9%	8%
Cc1ccccc1CCN(C(=O)Cn1nnc2ccccc21)C(C(=O)NC(C)(C)C)c1ccsc1 (stereo unspecified)	6%	-3%	-8%	13%	-5%	1%	8%	3%
COC(=O)c1ccc(OC(=O)c2ccc(OC)c(OC)c2)c(OC)c1	-4%	?	-1%	4%	-7%	1%	-4%	0%
COc1ccc(/C=C/c2onc(C)c2S(=O)(=O)N2CCC(C(=O)N3CCC(C)CC3)CC2)cc1	7%	0%	-2%	.	1%	-2%	.	.
Cc1ccc(NC(=O)C(=O)NCCc2c[nH]c3ccccc23)c(C)c1	-7%	-11%	1%	9%	-18%	3%	4%	.
CCN1CCCC1CNC(=O)c1cc(S(=O)(=O)CC)c(N)cc1OC (stereo unspecified)	-2%&6%&-5%	-5%&-2%&-14%	0%&-3%&-2%	8%	-5%&1%&-11%	2%&-2%&1%	5%&-4%&3%	.
COc1ccccc1CN1CCNC(=O)C1CC(=O)O (stereo unspecified)	1%[2.34 µM]	-13%	2%	?	11%[2.34 µM]	3%	3%	-13%
Cc1ccc2c(c1)C1CN(C)CCC1N2Sc1ccccc1[N+](=O)[O-] (stereo unspecified)	14%	?	0%	.	-21%	3%	-2%	.
CCOC(=O)CSc1nc2c(sc3ccccc32)c(=O)n1CCCN1CCOCC1	-1%	-19%	-4%	14µM*	-8%	-9%	3%	-3%
CCOc1ccc(OCCNC2CCCC2)cc1	12%	-1%	4%	-10%	3%	-13%	-21%	.

Molecules from the list above containing a nitro group on carbon, in the order listed:
SMILES	Tau FP inhib	Tau ThT inhib	TR SRC2 fluor cs	ALDH1A1 inh	Tau fluor cs	TRb-SRC2 inh	GLA spleen mod	L3MBTL1 block
CC(=O)CCc1oc2c([N+](=O)[O-])cccc2c1-c1ccc(C)o1	16%	?	-1%	?	-29%	9%	-3%	?
Cc1ccc2c(c1)C1CN(C)CCC1N2Sc1ccccc1[N+](=O)[O-] (stereo unspecified)	14%	?	0%	.	-21%	3%	-2%	.

Pulled one by one from the list above, four records:
SMILES	Tau FP inhib	Tau ThT inhib	TR SRC2 fluor cs	ALDH1A1 inh	Tau fluor cs	TRb-SRC2 inh	GLA spleen mod	L3MBTL1 block
COc1ccccc1CN1CCNC(=O)C1CC(=O)O (stereo unspecified)	1%[2.34 µM]	-13%	2%	?	11%[2.34 µM]	3%	3%	-13%
Cc1ccc2c(c1)C1CN(C)CCC1N2Sc1ccccc1[N+](=O)[O-] (stereo unspecified)	14%	?	0%	.	-21%	3%	-2%	.
CCC(Sc1nc2c(cnn2-c2ccccc2)c(=O)[nH]1)C(=O)OC (stereo unspecified)	3%	-3%	-4%	?	0%	-6%	1%	.
Cc1ccc(NC(=O)C(=O)NCCc2c[nH]c3ccccc23)c(C)c1	-7%	-11%	1%	9%	-18%	3%	4%	.

More compounds:
SMILES	Tau FP inhib	Tau ThT inhib	TR SRC2 fluor cs	ALDH1A1 inh	Tau fluor cs	TRb-SRC2 inh	GLA spleen mod	L3MBTL1 block
CCN(CC)CCOC(c1ccccc1)c1ccc(C)cc1 (stereo unspecified)	3%	1%	0%	-7%	6%	-4%	-7%	-1%
C=CCn1cc(C(=O)OCC)c(=O)c2cc(F)c(F)cc21	3%	.	1%	.	-8%	-2%	10%	.
COC(=O)C(C)n1cnc2c(nnn2-c2ccc(OC)cc2)c1=O (stereo unspecified)	-4%	-1%	-2%	6%	0%	5%	-2%	-2%
COc1ccccc1N1CCN(C(=O)c2nc(SC)ncc2Cl)CC1	-4%	-5%	6%	.	-12%	-1%	.	.
COc1cccc(CCNC(=O)c2c(O)nc3ccccn3c2=O)c1	-3%	-4%	5%	.	-6%	-5%	.	.
Cc1ccc(NC(=O)C(=O)NCCN2CCN(S(=O)(=O)c3ccccc3)CC2)cc1C	-1%	-2%	-5%	?	-6%	6%	-9%	-10%
COc1ccc(/C=N/n2c(SC)nnc(C(C)(C)C)c2=O)c(OC)c1	-10%	-13%	0%	-8%	-18%	-16%	12%	-9%
CN(C)C=Nc1ccc2nn(-c3ccccc3)nc2c1	4%	-21%	-6%	?	-17%	-14%	19%	4%
